Compound activity deposited in PubChem BioAssay by National Center for Advancing Translational Sciences (NCATS).
GLP1R cytotox: cytotoxic in the GLP-1 receptor inverse agonist counter-screen. AID 624418. Potency, µM (titrated, usually from 38.3 µM), without a hit: top-dose activity change, negative = inhibition, most hits filed as inhibitors. actives 0.13% (n = 410,000). HEK293 cAMP-luciferase reporter cells, luminescence, 24 h;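 further: loss of luciferase light is scored as toxicity; potency means the concentration at half of the fitted maximal effect; on the % scale 0 is the no-effect control and ±100 the full control effect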
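Here, cytotoxicity is scored as loss of luminescence. The MLSMR collection was tested on cells seeded in medium containing 10% Nu serum, with a 24 hr compound exposure preceded by 12 hours of culture.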
EPAC1 agonist: activates human EPAC1 exchange factor; AID 720707; EPAC1 agonist qHTS, biochemical assay; response scale: 100% = response to 6.5 mM cAMP; Potency, µM (titrated, usually from 154 µM), without a hit: at the top dose activation, hits mostly activators; actives 0.073% (n = 360,000); further: potency means the concentration at half of the fitted maximal effect; nearly all actives have a fitted effect of over 60% in size
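Nucleotide exchange assay: 100 nM EPAC1 with 250 nM Rap1B loaded with BODIPY-GDP and 50 uM GDP, room temperature. Fluorescence (480/540 nm) read every 5 min for 30 min; signal change normalized to 6.5 mM cAMP as full agonist.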
PLK1 PBD inh: inhibitors of human PLK1 polo-box domain binding. P53350. Plk1 PBD binding of FITC phosphopeptide, fluorescence polarization. Potency, µM, for inactives: max response, negative = inhibition, hits mostly inhibitors. actives 2.8% (n = 360,000). AID 720504; further: potency means the concentration at half of the fitted maximal effect; series mostly up to about 57 µM; on the % scale 0 is the no-effect control and ±100 the full control effect; nearly all actives have a fitted effect of over 65% in size
Target sequence (P53350 whole entry, looked up, the tested form may be a part): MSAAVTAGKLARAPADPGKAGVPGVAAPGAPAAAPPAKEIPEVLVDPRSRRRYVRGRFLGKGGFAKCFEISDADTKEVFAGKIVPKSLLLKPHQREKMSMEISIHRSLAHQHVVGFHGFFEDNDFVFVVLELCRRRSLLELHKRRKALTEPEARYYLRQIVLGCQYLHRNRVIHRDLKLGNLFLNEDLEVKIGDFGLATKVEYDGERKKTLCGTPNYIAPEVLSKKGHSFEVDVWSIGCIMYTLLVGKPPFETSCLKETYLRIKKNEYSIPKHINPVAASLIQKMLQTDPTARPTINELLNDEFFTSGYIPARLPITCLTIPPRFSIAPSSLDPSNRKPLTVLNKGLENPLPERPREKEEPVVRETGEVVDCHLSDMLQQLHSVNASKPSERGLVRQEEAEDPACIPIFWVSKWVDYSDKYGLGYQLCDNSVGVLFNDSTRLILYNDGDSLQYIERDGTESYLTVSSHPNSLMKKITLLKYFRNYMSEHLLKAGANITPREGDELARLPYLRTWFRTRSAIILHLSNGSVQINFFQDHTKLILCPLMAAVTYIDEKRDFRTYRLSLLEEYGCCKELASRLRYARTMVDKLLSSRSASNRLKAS
GLP-1R agonist: activates the human GLP-1 receptor | P43220 | actives 0.007% (n = 380,000) | HEK293 GLP-1R CRE-luciferase, luminescence, 4-6 h; cells express a hypersensitive GLP-1R form | Potency, µM (top dose mostly 45.6 µM), without a hit: top-dose activation, usual class: activators | AID 624172; further: potency means the concentration at half of the fitted maximal effect; % of control where 0% means no effect
Target sequence (P43220 whole entry, looked up): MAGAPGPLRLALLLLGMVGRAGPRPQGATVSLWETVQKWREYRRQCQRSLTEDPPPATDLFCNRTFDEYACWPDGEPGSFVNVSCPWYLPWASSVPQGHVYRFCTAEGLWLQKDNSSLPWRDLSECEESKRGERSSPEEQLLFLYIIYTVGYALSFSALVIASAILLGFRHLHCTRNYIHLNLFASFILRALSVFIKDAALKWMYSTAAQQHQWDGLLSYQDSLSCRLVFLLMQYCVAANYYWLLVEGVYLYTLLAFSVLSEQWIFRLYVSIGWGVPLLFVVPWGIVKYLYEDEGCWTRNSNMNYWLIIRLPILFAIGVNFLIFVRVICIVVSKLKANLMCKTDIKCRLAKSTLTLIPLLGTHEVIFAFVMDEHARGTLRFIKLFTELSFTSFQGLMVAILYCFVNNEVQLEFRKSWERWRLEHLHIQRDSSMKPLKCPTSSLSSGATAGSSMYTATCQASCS
IL-2 act: activators of IL-2 | IL-2 activation reporter assay, cell-based qHTS; stimulated with anti-CD3/CD4/CD28 beads; in transgenic mouse T cells | activation, % (series mostly up to about 46 µM) | actives 0.065% (n = 360,000); in the data active means activation above about 50%; inconclusive means mostly about 30% to 49%; further: 0% is about no effect
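Unstimulated transgenic mouse T cells; 60-min compound exposure; bead-based TCR/CD4/CD28 stimulation; 18 h culture, 37 degrees C; dual fluorescence (EGFP, DsRed) plate cytometry.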
EPAC1 antag: antagonists of human EPAC1; O95398; EPAC1 GEF assay, Rap1b-BODIPY-GDP exchange fluorescence; Potency, µM (titrated, usually from 115 µM), inactives show at the highest dose activity change, negative = inhibition, most hits filed as inhibitors; actives 0.14% (n = 360,000);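 further: potency means the concentration at half of the fitted maximal effect; plate controls were vehicle for no effect and positive control for full effect; nearly all actives have a fitted effect of over 50% in size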
PI5P4K alpha inh: PI5P4K alpha (human) kinase inhibition. P48426. PI5P4Kalpha enzyme, ADP-Glo luminescence, 60 min; hits give low values. max response, %. actives 1.2% (n = 330,000). AID 652105; active means max response of -50% or lower; inconclusive means between -30% and -50%; inactive means -30% or higher; further: value at the top dose of about 77 µM; on the % scale 0 is the no-effect control and ±100 the full control effect
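Compounds were pin-transferred onto PI5P4Kalpha and substrate in HEPES pH 7.4 buffer with EGTA, CHAPS and 5% DMSO. ATP (5 microM final) started the reaction, which ran 60 minutes at room temperature before ADP-Glo detection.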
GLP-1R inv ag: acts as inverse agonist at human GLP-1 receptor. P43220. HEK293 GLP-1R CRE-luciferase, luminescence, 24 h; GLP-1R form is constitutively active. Potency, µM (top dose mostly 38.3 µM), without a hit: at the top dose activity change, negative = inhibition, hits mostly inhibitors. actives 1.6% (n = 410,000). AID 624417; further: potency means the concentration at half of the fitted maximal effect; on the % scale 0 is the no-effect control and ±100 the full control effect; nearly all actives have a fitted effect of over 55% in size
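GLP-1R inverse agonism mode: basal reporter luminescence in engineered HEK293 cells measured after one day of compound exposure at 37 deg C, with a 12 min room-temperature detection step.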
PTHR1 ag: PTHR1 (human) receptor agonism | HEK293 GP2 PTHR1 cells, GloSensor cAMP luminescence, 1 h | actives 0.075% (n = 410,000) | Potency, µM (doses to about 115 µM), without a hit: at the highest dose activation, usual class: activators | Q03431 | AID 743266; further: potency means the concentration at half of the fitted maximal effect; nearly all actives have a fitted effect of over 55% in size; some results filed as inactive show a strong effect at the top dose; inactives centre near -15; many of its hits are not listed in these tables
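HEK-293-derived GP2 cells expressing PTHR1 and a GloSensor cAMP reporter, 3,000/well, plated overnight, given luciferin plus IBMX (each 0.5 mM as added) for 1 h at 37 °C, then compound for 1 h at 37 °C. Luminescence was read after 15 min at room temperature.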
Starred values were filed as active, the others as inactive; i = inactive; ? = inconclusive; · = no result given; & = joins results of further samples; [ ] = remark or other dose. Unless noted, the call rests on the fitted dose curve; in most records, active means well fitted curve in the direction sought with a large enough effect; inconclusive means small, poorly fitted or top-dose-only effect, or another doubt; inactive means no such curve, though single readings can be large; an effect the other way counts as inactive or inconclusive.

Start of the data: the first 2 compounds (preview)
Each structure is followed by: GLP-1R agonist | GLP1R cytotox | PTHR1 ag | PLK1 PBD inh | EPAC1 agonist | GLP-1R inv ag | EPAC1 antag | PI5P4K alpha inh | IL-2 act
> c1csc(-c2csc3nc(CN4CCOCC4)nc(NCc4ccc5c(c4)OCO5)c23)c1
 : 7% | ? | -38%[inhibitor] | -11% | 10% | ? | -1% | 4 | -1.5
> NC(=O)C1CCN(C(=O)c2cc3ccccc3cc2O)CC1
 : -12% | 3% | i | -19% | 17% | 13% | 1% | -11 | 2.0

All compounds of this part (from the top)
Each structure is followed by: GLP-1R agonist | GLP1R cytotox | PTHR1 ag | PLK1 PBD inh | EPAC1 agonist | GLP-1R inv ag | EPAC1 antag | PI5P4K alpha inh | IL-2 act
> c1csc(-c2csc3nc(CN4CCOCC4)nc(NCc4ccc5c(c4)OCO5)c23)c1
 : 7% | ? | -38%[inhibitor] | -11% | 10% | ? | -1% | 4 | -1.5
> NC(=O)C1CCN(C(=O)c2cc3ccccc3cc2O)CC1
 : -12% | 3% | i | -19% | 17% | 13% | 1% | -11 | 2.0
> Cc1ccc(CNC(=O)c2ccc(NS(=O)(=O)c3cccs3)cc2)cc1
 : 12% | 0% | -7% | -10% | -10% | 45%[activator] | ? | -5 | -1.3
> C[C@@H](C(=O)OCC(=O)c1ccccc1)N1C(=O)C2CCCCC2C1=O (stereo not given in full)
 : 5% | -2% | i | -4% | -2% | 13% | -7% | 0 | 1.7
> Cc1ccccc1CNC(=O)c1csc([C@@H]2C[C@H](O)[C@@H](CO)O2)n1
 : 9% | -3% | ? | 0% | 5% | 14% | -15% | -7 | -0.1
> CC(=O)N/C(=C\c1ccc(Br)s1)C(=O)O
 : 5% | -6% | -2% | -16% | 4% | 1% | 5% | -3 | -0.1
> CC1CC(C)CN(C(=O)COC(=O)c2nccnc2N)C1 (stereo not given)
 : -3% | 3% | i | -4% | -3% | -3% | 5% | 2 | 0.1
> CC1(C)CCC(=O)c2ccccc21
 : -5% | 2% | -23% | -7% | 6% | 1% | -2% | 5 | -0.7
> COCCNC(=S)N(CCc1c(C)[nH]c2ccc(C)cc12)Cc1cccnc1
 : 12% | 5% | i | -4% | 11% | -6% | 1% | 3 | -3.7
> COc1ccc(OC)c(NC(=O)COC(=O)COc2c(Cl)cc(Cl)c3ccc(C)nc23)c1
 : 6% | -1% | -6% | -13% | 4% | 20% | -1% | 9 | -1.8
> Cc1ccc(S(=O)(=O)NC(=O)C2(C)CCN2C(=O)Cc2ccc(Cl)cc2Cl)cc1 (stereo not given)
 : -1% | -3% | -16% | -5% | -10% | ? | -3% | -7 | 0.8
> Cc1ccc(C)c(S(=O)(=O)NCCOC(=O)Nc2sc(=S)n(C)c2C)c1
 : 0% | -55% | -16%[57.5 µM] | ? | -3% | ? | 11% | · | 2.2
> COc1ccc(S(=O)(=O)N2CCC(C(=O)NCCC3=CCCCC3)CC2)cc1C
 : -2% | -9% | i | -2% | 8% | -2% | 8% | · | -3.1
> OCC(CBr)(CBr)CBr
 : 9% | 7% | 0% | -15% | -8% | -3% | -2% | 4 | 0.0
> COc1ccc(C(C(=O)NCc2ccccc2)N(C(=O)c2snc(C(N)=O)c2N)c2ccccc2OC)cc1 (stereo not given)
 : 8% | 29% | i | -9% | -15% | ? | -26% | -5 | -0.3
> C[C@H](CO)N1C[C@H](C)[C@@H](CN(C)C(=O)Nc2cccc(F)c2)Oc2ncc(Br)cc2C1=O
 : -3% | -6% | -20% | -2% | -8% | 15% | -3% | 5 | -3.6
> CNC[C@H]1OCc2ccccc2-c2ccccc2C(=O)N([C@@H](C)CO)C[C@H]1C
 : -8% | 20% | -16% | -4% | 6% | 8% | 1% | -2 | 2.3
> Cc1nn(C)c(Oc2ccccc2)c1CCNS(=O)(=O)c1ccc(Cl)cc1
 : 0% | -31% | -20%[57.5 µM] | -3% | 0% | ? | -23% | 10 | 2.5
> CCCCn1c(N)c(N(CCOC)C(=O)C2CCN(C(=O)c3ccc(Cl)cc3)CC2)c(=O)[nH]c1=O
 : 2% | 2% | i | -3% | -30%[inhibitor] | 11% | -2% | 3 | -1.1
> N#CCC(=O)Nc1ccc(C(=O)N2CCN(S(=O)(=O)c3ccc4ccccc4c3)CC2)cc1
 : -2% | -10% | i | 4% | -2% | -17% | 3% | ? | -1.1
> O=C(CSc1nnc(Cc2cccs2)n1Cc1ccco1)Nc1cccc(Cl)c1
 : 4% | -13% | i | -10% | 10% | ? | 2% | · | -1.7
> O=C1CC2(CCCCC2)Oc2ccc(Cl)cc21
 : -5% | ? | i | -6% | 1% | 4% | -1% | -1 | 0.5
> COc1ccccc1-c1cc(C(=O)NCCCN2CCOCC2)no1
 : 12% | -3% | i | -9% | 1% | 12% | -17% | 0 | 0.3
> COc1ccc(C(C)=O)cc1CC(=O)Nc1ccccc1-c1ccccc1
 : -4% | -5% | -60%[inhibitor] | 1% | -15% | 6% | -11% | 2 | -2.6
> COCCNC(=O)C(c1ccccc1C)N(C(=O)Cn1nnc2ccccc21)c1cccnc1 (stereo not given)
 : -7% | -1% | i | -9% | 4% | 1% | -13% | 1 | 0.9
> O=c1oc2ccccc2cc1-c1nnc(-c2cccc(Br)c2)o1
 : -12% | -25% | -19% | -6% | 2% | 0% | 3% | 1 | -1.4
> COc1ccc(Br)cc1CN1CCN(C(=O)c2ccc(F)cc2)CC1
 : 8% | 14% | -58%[inhibitor] | -6% | 3% | ? | 4% | -8 | 0.2
> CCCOc1ccc(F)cc1-c1cc(C(=O)NCc2ccccc2OC)[nH]n1
 : 15% | 2% | -23% | -7% | 8% | ? | -13% | -2 | 0.2
> COc1cccc(C(NC(C)=O)c2nc(-c3ccc(C)c(C)c3)cs2)c1 (stereo not given)
 : 4% | -4% | -57% | 2% | 0% | -8% | -4% | 13 | 0.5
> C/C=C/c1ccc(OCCCCN2CC(C)CC(C)C2)c(OC)c1 (stereo not given)
 : -1% | ? | -9% | -4% | -3% | 11µM* | -17% | -6 | -3.2

(list continues)
Each structure is followed by: GLP-1R agonist | GLP1R cytotox | PTHR1 ag | PLK1 PBD inh | EPAC1 agonist | GLP-1R inv ag | EPAC1 antag | PI5P4K alpha inh | IL-2 act
> COc1ccc(NC(=O)C2CCN(C(=O)c3ccccc3)CC2)cc1OC
 : -5% | 8% | 8%[57.5 µM] | -8% | 8% | 34% | 7% | · | -2.2
> O=C(Nc1nnc(-c2ccccc2Cl)o1)c1ccco1
 : -7% | 9% | -4%[57.5 µM] | 2% | -7% | 0% | -1% | · | 4.8
> CCc1oc2ccccc2c1C(=O)c1cc(Br)c(O)c(Br)c1
 : 1%&6% | 1% | -30% | 8.4µM* | -11% | -12% | ? | -9 | -0.2
> O=C(CCNc1n[nH]c(=O)[nH]c1=O)N1CCCCC1
 : -4% | 10% | -20%[57.5 µM] | -4% | 11% | 2% | -2% | · | -1.3
> N#CCCCSc1nnc(Cc2ccc3c(c2)OCO3)o1
 : -1% | -18% | -7% | -2% | -6% | -1% | 17% | 7 | -0.5
> CCCCNC(=O)CNC(=S)N(Cc1cc(OC)c(OC)c(OC)c1)C1CCCC1
 : 3% | 2% | i | -17% | -1% | -7% | -12% | 1 | -2.5
> O=C(Nc1ccc([N+](=O)[O-])cc1)Nc1nc(-c2ccc(Cl)s2)cs1
 : -13% | ? | -33%[inhibitor] | -13% | 10% | ? | 3% | -28 | -0.5
> CC1(C)Nc2ccccc2N(CC(=O)N2CCCCC2)C1=O
 : -36%[inhibitor] | 4% | -21% | 5% | 6% | 3% | -11% | -3 | -3.7
> Cc1cccc(C)c1NCc1n[nH]c(=S)n1-c1ccccc1
 : 0% | -9% | -17% | -14% | 5% | 12% | 4% | 1 | -1.6
> COC(=O)c1cc(C(=O)OC)n(Cc2ccc(Cl)cc2Cl)n1
 : 8% | 4% | 20%[57.5 µM] | -10% | 19% | 0% | -15% | · | -2.3
> COCC(C)n1c(C)cc(C(=O)CSc2nnc(-c3ccco3)o2)c1C (stereo not given)
 : 19% | -8% | i | -7% | 5% | ? | 6% | -2 | -0.2
> N#CC1(Nc2ccc(-c3ccc(Cl)cc3)cc2)CCCC1
 : 9% | 7% | -22% | 0% | 2% | -14% | -15% | -1 | -5.3
> COc1ccc(/C=C2\SC(=S)N(NS(=O)(=O)c3ccc(C)cc3)C2=O)c(OC)c1
 : 9% | -17% | i | ? | -1% | -4% | ? | -76* | -2.6
> CCN(CC(=O)Nc1ccc(Br)cc1)C(=O)c1nc2nc(C)cc(C)n2n1
 : -7% | -28% | i | 3% | 1% | 9% | -14% | -2 | -0.2
> O=C(Nc1cccc(Cl)c1Cl)c1csc([C@@H]2O[C@H](CO)[C@H](O)[C@H](O)[C@H]2O)n1
 : -3% | 2% | -14% | 5% | -2% | 26% | -11% | 2 | -0.2
> CCOc1ccc(C(=O)NCC(=O)NCCCn2nc(C)cc2C)cc1OCC
 : -5% | 6% | i | 0% | 4% | 15% | 6% | -1 | -2.9
> CN(Cc1c(C(=O)N/N=C/c2c(F)cccc2Cl)nnn1-c1nonc1N)c1ccccc1
 : 1% | -3% | i | -28% | 8% | ? | -6% | 3 | -0.4
> N#C/C(=C\c1ccc(F)cc1F)S(=O)(=O)c1ccccn1
 : -4% | -1% | -15% | ? | -4% | 23% | 2% | 4 | -0.3
> Cc1ccc(/C=N/Nc2ccc3ccccc3n2)o1
 : -1% | ? | -31%[inhibitor] | 1% | 1% | ? | -4% | -3 | -2.0
> COc1cccc(S(=O)(=O)N2CCN(c3ccccc3F)CC2)c1
 : 0% | 6% | i | -3% | 19% | 0% | -16% | · | 2.9
> COc1ccc([C@H]2CC(=O)C[C@@H](CCn3ccnn3)O2)cc1
 : -4% | 4% | -3% | -9% | 0% | 2% | -24% | -3 | -1.0
> Oc1cccc(/C=N/Nc2cc(N3CCCC3)nc(N3CCCC3)n2)c1
 : -8% | ? | i | 4% | 20% | ? | -15% | -25 | -1.2
> COCC(=O)N1C[C@H]2CON(C)[C@H]2C[C@H]1c1ccc(N2CCCCC2)cc1
 : 17% | 2% | -21% | -3% | 10% | 15% | 8% | 1 | -0.1

This is a subset; the hit share may differ from the screen's.
